Bioassay records as filed in PubChem.
MrgX1 agonist: human MrgX1 receptor agonism, primary screen | B-score at 10 µM | Q96LB2 | MrgX1-HEK293 cells, Fluo-4 calcium fluorescence, agonist mode; stronger effect = higher value | hit rate 0.44% among 310,000;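 active = calcium response B-score plate-corrected fluorescence ratio at least 3 library SD, with starting fluorescence B-score inside 5 SD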
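Test system: HEK293 cells stably expressing human MrgX1 receptor; amount: 15,000 cells per well; doses: compound delivered in addition one of three; times: overnight plating before 1 h dye loading; detection: Fluo-4 NW calcium-flux fluorescence, kinetic read; read-out basis: B-scored fluorescence response ratio; controls: positive and negative controls per plate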
HDAC3 inh: blocks human histone deacetylase 3 | recombinant HDAC3, fluorogenic peptide/trypsin coupled, fluorescence | inhibition, % at 8.3 µM | hit rate 0.15% among 320,000 | AID 2718; in the data active = inhibition above about 26%, passing the limit was not always enough; inconclusive = no clear call, values can overlap the other calls
MrgX1 antag: antagonists of human MrgX1 receptor; hit rate 1.3% among 310,000; MRGX1-HEK293 calcium flux, Fluo-4, BAM8-22 antagonism; stronger effect = lower value; B-score at 10 µM;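 active = calcium-response B-score plate-corrected more than 3 library SD below zero, starting fluorescence within 5 deviations, no agonist response on first addition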;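 also: peak minus trough fluorescence over baseline after final BAM8-22 challenge near maximal dose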
RGS4 pot: RGS4 potentiation or activation | hit rate 0.92% among 310,000 | B-score at 10 µM | HEK293 M3R/inducible RGS4, carbachol calcium flux Fluo4; stronger effect = lower value;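 active = B-score of the integrated calcium signal more than 4 SD below the library mean, with starting fluorescence not abnormally high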;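 also: negative B-score means reduced calcium response which marks RGS4 activation or potentiation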
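Reagent: ECmax carbachol challenge; Test system: M3R-expressing HEK293 line, RGS4 induced by doxycycline; Schedule: overnight RGS4 induction, 30 min dye load 37 °C, 20 min compound RT; Detection: calcium dye Fluo4 fluorescence; Read-out: Agonist-evoked peak-minus-minimum fluorescence over baseline, integrated ratio, B score.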
TMEM16A act: activators or potentiators of mouse TMEM16A chloride channel; Q8BHY3; HEK293 TMEM16A/YFP-H148Q/I152L, iodide quench fluorescence; stronger effect = lower value; B-score at 10 µM; hit rate 0.3% among 340,000; AID 623877;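 active = fluorescence-ratio B-score plate-corrected deviation score at least 3 library SD below zero, with starting fluorescence score within 5 deviations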;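 also: channel opened by trigger with iodide after compound preincubation; score built on the fluorescence ratio of max minus min over baseline; more negative score means more quench and so TMEM16A activation or potentiation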
TRPC6 inh: inhibitors of mouse TRPC6 channel. Q61143. HEK293-TRPC6, membrane potential dye, ACh-evoked depolarization; stronger effect = lower value. B-score at 10 µM. hit rate 1.1% among 310,000;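 active = B-score under library mean minus 3 SD, initial fluorescence not abnormally high, positive integrated signal ratio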;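 also: B-score derived from integrated fluorescence ratio over the kinetic read; more negative B-score means stronger inhibition of depolarization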
Target sequence (Q61143 whole entry, looked up): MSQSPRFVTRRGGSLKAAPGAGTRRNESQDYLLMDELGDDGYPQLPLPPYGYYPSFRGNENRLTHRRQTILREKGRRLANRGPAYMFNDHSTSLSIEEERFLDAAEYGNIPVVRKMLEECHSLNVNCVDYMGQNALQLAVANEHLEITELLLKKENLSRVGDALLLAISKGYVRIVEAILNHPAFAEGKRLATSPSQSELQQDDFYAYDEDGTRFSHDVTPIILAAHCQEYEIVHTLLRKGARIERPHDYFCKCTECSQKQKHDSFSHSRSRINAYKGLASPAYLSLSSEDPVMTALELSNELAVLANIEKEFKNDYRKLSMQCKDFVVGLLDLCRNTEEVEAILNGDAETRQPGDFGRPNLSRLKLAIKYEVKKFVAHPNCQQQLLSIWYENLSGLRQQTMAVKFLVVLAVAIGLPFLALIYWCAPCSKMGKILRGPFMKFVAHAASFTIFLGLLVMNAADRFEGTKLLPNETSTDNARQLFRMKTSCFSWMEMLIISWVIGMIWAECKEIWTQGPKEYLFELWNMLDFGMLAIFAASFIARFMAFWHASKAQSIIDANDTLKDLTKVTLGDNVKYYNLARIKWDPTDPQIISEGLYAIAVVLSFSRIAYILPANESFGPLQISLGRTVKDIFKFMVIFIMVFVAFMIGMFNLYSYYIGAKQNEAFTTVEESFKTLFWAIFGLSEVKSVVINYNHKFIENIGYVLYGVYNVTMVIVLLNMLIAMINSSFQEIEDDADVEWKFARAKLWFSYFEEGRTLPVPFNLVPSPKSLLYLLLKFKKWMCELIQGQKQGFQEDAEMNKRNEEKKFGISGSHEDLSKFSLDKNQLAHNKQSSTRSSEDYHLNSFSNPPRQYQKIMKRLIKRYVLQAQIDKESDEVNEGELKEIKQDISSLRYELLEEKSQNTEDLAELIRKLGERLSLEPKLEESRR
RGS4 block: inhibitors of human RGS4; AID 463165; B-score at 10 µM; hit rate 0.45% among 310,000; HEK293 M3R/RGS4 inducible, Fluo-4 calcium flux; stronger effect = higher value; triggered by carbachol at its EC20; P49798;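 active = B-score, a plate-corrected calcium signal, over three deviations above library mean, with baseline fluorescence within five deviations of library mean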;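 also: RGS4 expression induced by doxycycline in cells with stable M3 receptor; B-score is computed from the integrated fluorescence ratio over baseline after carbachol; higher B-score means a larger calcium signal and so more RGS4 inhibition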
MrgX1 PAM: allosterically activates human MrgX1 receptor signaling; hit rate 0.63% among 310,000; Q96LB2; B-score at 10 µM; MrgX1-HEK293, Fluo-4 calcium flux, FDSS; stronger effect = higher value;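 active = plate-corrected calcium response at least 3 library SD above typical, normal starting fluorescence, not activating the receptor alone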;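 also: compound read alongside a low EC10 to EC30 dose of BAM8-22 agonist; peak minus trough fluorescence over baseline measured at the second addition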
TMEM16A inh: blocks the mouse calcium-activated chloride channel TMEM16A. hit rate 1.2% among 310,000. Q8BHY3. normalized B-score (activity score, 25-100; higher = stronger inhibition) at 10 µM. HEK293 TMEM16A/YFP iodide influx fluorescence, ionomycin;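 active = ratio plate-corrected score three or more library SD toward inhibition, starting fluorescence score within five deviations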;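 also: score derived from kinetic fluorescence span divided by baseline fluorescence per well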
TRPC6 act: activators of mouse TRPC6 channel; Q61143; HEK293-TRPC6 membrane potential dye fluorescence; stronger effect = higher value; B-score at 10 µM; hit rate 0.13% among 310,000; AID 2550;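 active = B-score of the integrated fluorescence ratio above library mean plus 3 SD, and starting fluorescence ratio within library mean plus 5 SD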;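 also: higher score means more depolarization so channel activation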
SKKanGAS inh: inhibitors of SKKanGAS S. pyogenes growth in kanamycin (SK-promoter or general growth effect). inhibition, % at 7.5 µM. hit rate 1.3% among 300,000. BacTiter-Glo, 6 h. AID 1662;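 active = mean replicate score, as percent of positive control median, at least 50; inconclusive = mean below 50 but one replicate at or above 50; inactive = mean and every replicate below 50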;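 also: strain carries kanamycin resistance gene driven by streptokinase promoter and grows in 40 µg/ml kanamycin; loss of luminescence reflects streptokinase promoter inhibition or plain growth inhibition; 0% = median of DMSO wells and 100% = positive control at its reference dose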
Numbers without * were called inactive; i = inactive; ? = inconclusive; . = not tested or not shown.

structure	MrgX1 agonist	HDAC3 inh	MrgX1 antag	RGS4 pot	TMEM16A act	TRPC6 inh	RGS4 block	MrgX1 PAM	TMEM16A inh	TRPC6 act	SKKanGAS inh
O=C(O)Cc1ccc(NC(=S)NCc2ccco2)cc1	i	-4	i	i	i	i	i	i	i	i	4
C=CCOn1c(=O)c(-c2ccc(F)cc2)[n+]([O-])c2ccccc21	.	.	.	i	i	i	i	.	.	i	-9
COc1ccc(OC(=O)c2cc3cc(Cl)ccc3oc2=O)cc1	i	6	i	i	i	i	i	i	i	i	-1
Cc1nn(Cc2ccc(Cl)cc2)c(C)c1NC(=O)C1CC=CCC1C(=O)O (stereo not drawn)	i	-10	i	i	i	i	i	i	i	i	-19
COc1ccc(Nc2nc(N)nc(CN3CCc4ccccc4C3)n2)cc1	i	-3	i	i	i	i	i	i	i	i	-6
CC(=O)CC[C@@H](C)O[C@@H]1OC(C)[C@H](O)CC1O (stereo partly drawn)	i	-10	i	i	i	i	i	i	i	i	1
COc1cccc(Oc2cn[nH]c2-c2ccc(OCC(=O)NN)cc2O)c1	i	2	i	i	i	i	i	i	i	i	13
COc1ccc(C(=O)Nc2ccc3nc4n(c(=O)c3c2)CCCC4)cc1[N+](=O)[O-]	i	3	i	i	.	i	i	i	i	i	1
COc1cccc(-n2c(SCC(N)=O)nnc2-c2ccncc2)c1	i	3	i	i	i	i	i	i	i	i	-10
COCCCn1c(-c2ccccc2Cl)n[nH]c1=S	i	-4	i	i	i	i	i	i	i	i	-4
N/C(=N\OC(=O)c1cc(-c2ccccc2)nc2ccccc12)c1ccccn1	i	-1	i	i	i	i	i	i	i	i	16
COC(=O)c1cc(=O)n(Cc2ccc3c(c2)OCO3)c(=Nc2ccccc2)s1	i	0	i	i	i	i	i	i	i	i	-2
CCOC(=O)c1c(C)[nH]c2c1cc(O)c1ccccc12	i	-4	i	i	i	i	i	i	i	i	8
Cc1ccc(OCCNC(=O)CNC(=O)c2ccc(C)c(C)c2)cc1	i	1	i	i	i	i	i	i	i	i	-15
Cc1cc(C)c(C)c(S(=O)(=O)Nc2cccc(-n3cnnn3)c2)c1C	i	?	i	i	i	i	i	i	i	i	3
C=C(C)COc1ccc(-c2ncncc2Oc2ccc(OC)cc2)c(O)c1	i	12	i	i	i	i	i	i	i	i	55*
NC(=O)c1ccc(NC(=O)CCCN2C(=O)c3ccccc3C2=O)cc1	i	-3	i	i	i	i	i	i	i	i	-1
COc1cc(C2/C(=C(/O)c3ccc(F)cc3)C(=O)C(=O)N2CCCC(=O)O)ccc1O (stereo not drawn)	i	-5	i	i	i	i	i	i	i	i	-3
Cc1c(C#N)c(N)nc2c3c(sc12)NC(=O)CC3c1ccc(Cl)cc1 (stereo not drawn)	i	-10	i	i	i	i	i	i	i	i	-9
Cc1cc2cc(OCC(=O)O)ccc2n1C	i	-2	i	i	i	i	i	i	i	i	-5
FC(F)(F)c1ccc(CN2C[C@@H]3C(c4ccc(Cl)nc4)C4(c5ccccc5)CC3(C4)[C@H]2c2ccccc2)cc1 (stereo partly drawn)	i	6	i	i	i	i	i	i	i	i	14
CCOC(=O)c1ccc(NC(=S)Nc2cccc(C)n2)cc1	i	2	i	i	i	i	i	i	i	i	-9
O=C(CSc1nncn1-c1cccnc1)N1CCOCC1	i	-6	-5*	i	i	i	i	i	i	i	6
Cc1cc(C)n(C(=O)Cn2nc(C)c(Br)c2C)n1	i	-6	i	i	i	i	i	i	i	i	1
COc1ccccc1OCC(=O)Nc1ccccn1	i	1	i	i	i	i	i	i	i	i	8
COc1cc2c(cc1OC)C(=O)CC(C)S2 (stereo not drawn)	i	-8	i	i	i	i	i	i	i	i	-1
O=C(O)C1=NOC(CNc2ncc(C(F)(F)F)cc2Cl)C1 (stereo not drawn)	i	-8	i	i	i	i	5*	i	i	i	-1
COc1ccc(/C(N)=N/OC(=O)c2cccc([N+](=O)[O-])c2)cc1OC	i	1	i	i	i	i	i	i	i	i	0
C/C(=N\N=C1\NC(=O)C(CC(=O)Nc2ccc(C)c(Cl)c2)S1)C(C)(C)C (stereo not drawn)	i	?	i	i	i	i	7.5*	i	i	i	14
O=C1C=C(N(CCO)CCO)C2(CCCCC2)O1	i	10	i	i	i	i	i	i	i	i	-4
O=[N+]([O-])c1cccc(S(=O)(=O)Nc2ccc(S(=O)(=O)N3CCCC3)cc2)c1	i	3	i	i	i	i	i	i	i	i	6
COc1ccc(NS(=O)(=O)c2cc(NC(=O)c3ccc(=O)[nH]c3)ccc2N2CCCC2)cc1	i	2	i	i	i	i	i	i	i	i	20
CN1C(=O)C(=O)/C(=C(/O)c2ccc(Br)cc2)C1c1cccc([N+](=O)[O-])c1 (stereo not drawn)	i	6	i	i	i	i	i	i	i	i	3
Cc1ccc(S(=O)(=O)/N=C2\C(=O)c3ccccc3C([O-])=C2n2cc[n+](CCC(C)C)c2)cc1	i	-7	i	i	i	i	i	i	i	i	30
COC(=O)CSc1nc(N)c(NC(=O)c2ccc(OC)c(OC)c2)c(=O)[nH]1	i	.	i	i	i	i	i	i	i	i	-2
Cc1occc1C(=O)Nc1nnc(C2CCCCC2)s1	i	1	i	i	i	i	i	i	i	i	4
COC(=O)c1ccccc1NC(=O)NCC1CCCO1 (stereo not drawn)	i	-15	i	i	i	i	i	i	i	i	-6
CCc1nnc(NS(=O)(=O)c2ccc(NC(=S)NC(=O)c3ccccc3)cc2)s1	i	-12	i	i	i	i	i	i	i	i	16
COc1ccc(NC(=O)c2ccccc2Cl)c(NC(=O)c2ccco2)c1	.	.	.	i	i	i	i	.	.	i	5
O=C(CSc1ccc2c(c1)OCCO2)NC(=O)Cc1ccccc1	i	8	i	i	i	i	i	i	i	i	3
COc1cc(C(=O)Nc2cccc(-c3nc4cc(C)ccc4o3)c2C)cc(OC)c1OC	i	-1	i	i	i	i	i	i	i	i	5
O=C(NCN1CCCCC1)c1cccnc1	i	0	i	i	i	i	i	i	i	i	-4
COc1ccc(C(=O)Nc2cccc(C(=O)N3CCN(C)CC3)c2)cc1	i	-1	i	i	i	i	i	i	i	i	-3
COc1cccc(C2C=C(c3ccc(Br)s3)Nc3ncnn32)c1OC (stereo not drawn)	i	6	i	i	i	i	i	i	i	i	15
Cn1c(=O)c2c(nc(CN3CCN(C(=O)c4ccco4)CC3)n2CC(=O)C(C)(C)C)n(C)c1=O	i	1	i	i	i	i	i	i	i	i	-3
O=C(c1ccccc1)N1CCN(c2nc3ccc([N+](=O)[O-])cc3s2)CC1	i	1	i	i	i	i	i	i	i	i	-11
Cc1cccc(C2c3[nH]c4ccccc4c3CCN2C(=O)c2cc(C(C)C)nc(N)n2)n1 (stereo not drawn)	i	7	i	i	i	i	i	i	i	i	14
COCC1CCCCN1C(=O)C1CCN(c2nc(-c3ccccc3)nc3c2CCC3)CC1 (stereo not drawn)	i	13	i	i	i	i	i	i	i	i	5
COCc1nnc(NC(=O)CS(=O)(=O)c2ccc(C)cc2)s1	i	2	i	i	i	i	i	i	i	i	4
CCN(CC)CCNC(=O)C(Oc1ccccc1)Oc1ccccc1	i	-1	i	i	i	i	i	i	i	i	1

Remaining list, next part.
structure	MrgX1 agonist	HDAC3 inh	MrgX1 antag	RGS4 pot	TMEM16A act	TRPC6 inh	RGS4 block	MrgX1 PAM	TMEM16A inh	TRPC6 act	SKKanGAS inh
CCn1c(CSc2ncn[nH]2)nc2cc(C(=O)O)ccc21	i	.	i	i	i	i	i	i	i	i	-10
O=C(NCCCN1CCN(Cc2ccccc2)CC1)C1CCN(S(=O)(=O)N2CCC3(CC2)OCCO3)CC1	i	0	i	i	i	i	i	i	i	i	11
CCOC(=O)COc1cc(OCC(=O)OCC)c2c(=O)cc(-c3ccccc3)oc2c1	i	14	i	i	i	i	i	i	i	i	2
CC(=O)c1ccc(CC2SC(N)=NC2=O)cc1 (stereo not drawn)	i	-6	i	i	i	i	i	i	i	i	0
CC(=O)Nc1ccc(SCC(=O)c2ccc(Br)s2)cc1	i	1	i	i	i	i	i	i	i	i	-2
O=C(NCc1nc2ccccc2[nH]1)C1=C[C@H](c2coc3ccccc3c2=O)C[C@H](OCCCCO)O1	i	1	i	i	i	i	i	i	i	i	-4
COc1ccc(/C=C/C(=O)Oc2ccc(/C=N/NC(=O)c3ccccc3)cc2)cc1OC	i	4	i	i	i	i	i	i	i	i	5
COc1cccc(C(=O)NCC(=O)NCc2cc(=O)n(C)c(=O)n2C)c1OC	i	-2	i	i	i	i	i	i	i	i	-4
Cc1ccc(NC(=O)c2ccc3c(c2)CCN3S(C)(=O)=O)c(C)c1	i	-2	i	i	i	i	i	i	i	i	8
Cc1ccc(CN2[C@@H](c3ccccc3)COCCS2(=O)=O)cc1	i	?	i	i	i	i	i	i	i	i	-2
CNc1nc(N/N=C/c2ccc([N+](=O)[O-])cc2)nc(Nc2ccccc2)n1	i	4	i	i	i	i	i	i	i	i	3
CCOC(=O)C1CN(S(=O)(=O)c2cccc(C(F)(F)F)c2)c2cc(CC(=O)OC)ccc2O1 (stereo not drawn)	i	1	i	i	i	i	i	i	i	i	4
COc1ccc(CNC(=O)c2c(O)c3cccc4c3n(c2=O)CCC4)cc1	.	.	.	i	i	i	i	.	.	i	-2
Cc1cc[n+](C(C)C(=O)c2ccc(Cl)cc2)cc1 (stereo not drawn)	i	5	i	i	i	i	i	i	i	i	3
O=C(O)C1=C[C@H](c2ccc3c(c2)OCO3)C[C@H](OCc2ccc(CO)cc2)O1	i	8	i	i	i	i	i	i	i	i	3
Nn1c(Cc2ccc(Br)cc2)n[nH]c1=S	i	3	i	i	i	i	i	i	i	i	-3
Cn1c2ccccc2c2cnn(CC(=O)Nc3ccc(Cl)cc3)c(=O)c21	i	4	i	i	i	i	i	i	i	i	-7
COc1ccc(CCN2C(=S)N(c3ccc(Cl)cc3)C(=O)C2CC(N)=O)cc1OC (stereo not drawn)	i	-12	i	i	i	i	i	i	i	i	3
